Source: PubChem BioAssay
IEC-6 cytotox: kills IEC-6 intestinal cells in KLF5 counter-screen | AID 1825 | hit rate 0.78% among 290,000 | IEC-6 cytotoxicity, luminescence viability | inhibition, % at 5 µM; in the data active = inhibition above about 22%;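 note: 0% = plate median of test compound wells and 100% = cytotoxic reference compound wells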
HSF-1 act: increases HSF-1 driven luciferase reporter signal | NIH3T3-HGL HSF-1 luciferase reporter, MG132, 8 h; 100% = twice DMSO control signal | activation, % at 9 µM | hit rate 1.7% among 300,000 | AID 504408;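 active = mean replicate activation of at least 50% with a set share of replicates each reaching 50%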;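 note: 0% = median of the neutral control wells and 100% = twice that signal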
HSP90 refold inh: blocks HSP90-mediated luciferase refolding in reticulocyte lysate; inhibition, % at 5.6 µM; Rabbit reticulocyte lysate, luciferase refolding luminescence, 3 h; hit rate 0.91% among 290,000;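 active = inhibition above the screen-wide mean plus 3 SD, computed separately per campaign, cut at about 16% in these data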;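 note: 0% = DMSO wells and 100% = 60 µM geldanamycin wells; inhibitors lower the luminescence because luciferase stays unfolded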
AI-2 QS modul: Vibrio harveyi AI-2 quorum sensing modulation; Vibrio harveyi JMH597 AI-2 luminescence/OD600 ratio, 9 h; active compounds read low; strain lacks LuxN and CqsS sensors; 0 = neutral-control median; activity change, % at 7.5 µM; hit rate 0.4% among 300,000; AID 2094; in the data active = activity change below about -75%, passing the limit was not always enough;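 note: luminescence divided by OD600 gain over 9 h not by final OD600 alone; inactives centre near 13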
HSF1 inh: HSF1 inhibition; NIH3T3-HGL HSE-luciferase, MG132-induced, luminescence 8 h; active compounds read low; activity change, negative = inhibition, % at 7.5 µM (by protocol); hit rate 0.77% among 300,000;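 active = more than half of replicate wells show activity change below -50%, luminescence cut by over half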;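 note: luciferase reports HSF-1 transcriptional activity via heat shock element; 0% = median of DMSO wells and -100% = zero luminescence signal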
GSK3B inh: human GSK3beta kinase inhibition | AID 2097 | hit rate 0.038% among 300,000 | activity score (negative = inhibition), % at 10 µM | P49841 | GST-GSK3beta kinase, ADP-Glo luminescence, 60 min; active compounds read low;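 active = more than half of replicate wells score below -50%, meaning over 50% inhibition versus plate controls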;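 note: 0% = median DMSO wells and -100% = median GW8510 positive control wells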
Target sequence (P49841 whole entry, looked up): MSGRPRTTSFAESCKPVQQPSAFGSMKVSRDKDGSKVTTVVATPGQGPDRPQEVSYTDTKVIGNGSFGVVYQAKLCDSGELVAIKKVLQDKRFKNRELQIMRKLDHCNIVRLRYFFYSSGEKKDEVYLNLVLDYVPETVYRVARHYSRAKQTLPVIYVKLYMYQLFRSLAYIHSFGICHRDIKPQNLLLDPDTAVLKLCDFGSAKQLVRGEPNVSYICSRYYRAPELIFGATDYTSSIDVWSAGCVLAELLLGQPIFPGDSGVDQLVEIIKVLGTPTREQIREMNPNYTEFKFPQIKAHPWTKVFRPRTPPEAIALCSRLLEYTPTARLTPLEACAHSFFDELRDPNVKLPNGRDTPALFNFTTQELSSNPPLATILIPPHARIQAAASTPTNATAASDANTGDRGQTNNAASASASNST
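Test system – GST-tagged human GSK3beta kinase, cell-free · Incubation – 60 min enzyme reaction, room temperature · Signal – ADP-Glo luminescence · Also added – peptide substrate and ATP at 25 µM · Controls – DMSO neutral wells and GW8510 at 20 µM as positive · Buffer or medium – Tris/MgCl2 kinase buffer · Measure – Luminescence-derived activity versus plate DMSO and GW8510 wells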
GSK3A inh: inhibitors of human GSK-3 alpha kinase | ADP-Glo luminescence, 60 min | hit rate 0.1% among 320,000 | inhibition, % at 10 µM;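 in the data active = inhibition above about 50%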;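 note: GST-tagged GSK-3 alpha with peptide substrate and 25 µM ATP; 0% = DMSO neutral wells and 100% = GW8510 positive control wells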
Target sequence (P49840 whole entry, looked up): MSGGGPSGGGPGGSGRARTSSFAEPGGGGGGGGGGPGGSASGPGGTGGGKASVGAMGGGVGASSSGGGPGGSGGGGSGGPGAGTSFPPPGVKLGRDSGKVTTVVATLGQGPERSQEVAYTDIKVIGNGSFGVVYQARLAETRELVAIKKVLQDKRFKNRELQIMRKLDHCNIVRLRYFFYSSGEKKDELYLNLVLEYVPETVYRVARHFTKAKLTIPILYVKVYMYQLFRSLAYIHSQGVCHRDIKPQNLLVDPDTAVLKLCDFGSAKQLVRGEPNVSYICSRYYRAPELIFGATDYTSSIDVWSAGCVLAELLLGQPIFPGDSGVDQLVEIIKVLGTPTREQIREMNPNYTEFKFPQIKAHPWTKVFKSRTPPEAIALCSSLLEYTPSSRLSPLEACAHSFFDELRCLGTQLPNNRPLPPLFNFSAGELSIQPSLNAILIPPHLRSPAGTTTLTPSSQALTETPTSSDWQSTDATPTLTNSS
aSyn UTR inh: 5' untranslated region of α-synuclein, MLPCN primary screen | alpha-synuclein 5'UTR reporter, inhibitor activity | inhibition, % (tested at 7.5 µM) | hit rate 0.82% among 300,000; in the data active = inhibition above about 60%;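 note: H4 neuroglioblastoma cells stably carrying SNCA 5'UTR luciferase fusion; 0% = DMSO wells and 100% = positive control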
HIF activator: HIF pathway transcriptional activation; U2OS HRE-luciferase reporter, luminescence; normalized: DMSO 0%, desferrioxamine 100%; hit rate 0.32% among 300,000; activation, % at 7.5 µM (by protocol); AID 1910;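 active = mean activation of at least 10% of the iron chelator positive control signal, with at least half of replicates also reaching 10%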
KLF5 inhibitor: suppresses KLF5 promoter-driven expression | DLD-1 KLF5 promoter-luciferase reporter, luminescence | inhibition, % at 5 µM | hit rate 0.23% among 290,000;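 active = inhibition above a per-plate limit of that plate's mean compound inhibition plus 3 SD, cut at about 60% in these data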;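 note: 0% = DMSO wells and 100% = LY294002 at 200 µM; higher means less KLF5 promoter-driven luciferase light; inactives centre near -14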
Active calls of the source: *; / = no result given.

SMILES | IEC-6 cytotox | HSF-1 act | HSP90 refold inh | AI-2 QS modul | HSF1 inh | GSK3B inh | GSK3A inh | aSyn UTR inh | HIF activator | KLF5 inhibitor
CCOC(=O)C1(CCOc2ccccc2)CCN(Cc2ccc(C#CCCO)cc2)CC1 | -6.0 | 4.2 | -4.5 | 10.1 | -12.9 | -1.8 | -1.2 | -26.4 | -1.3 | -33.1
CCn1cc(C(=O)N[C@@H](CCSC)C(=O)NCCOC)c(=O)c2cc3c(cc21)OCO3 | -4.3 | -1.2 | 2.8 | 10.0 | 0.6 | -1.0 | 0.7 | 15.9 | -0.1 | -3.9
CCOC(=O)c1cnc2c(Cl)cc(Cl)cc2c1NCCCN1CCOCC1 | -4.7 | -21.0 | 1.4 | 16.1 | 0.5 | -3.2 | 0.4 | 1.2 | -0.1 | -1.5
O=C(NCC(O)c1ccccc1)c1ccc(Cl)c(S(=O)(=O)N2CCCCC2)c1 (stereo unspecified) | 5.3 | -12.6 | 0.9 | 9.7 | -4.2 | 2.6 | 1.0 | -20.8 | -2.7 | -25.1
Cc1ccc(-c2nc(CS(=O)CC(=O)NC3CCCC(C)C3C)c(C)o2)cc1 (stereo unspecified) | -4.4 | 3.4 | 2.0 | 32.1 | 1.6 | 2.5 | -2.0 | 22.1 | -0.5 | -28.8
Cc1ccc2oc(C(=O)Nc3nnc(C)s3)c(C)c2c1 | 0.0 | 16.7 | -4.1 | 37.2 | 16.9 | -0.4 | 0.5 | -67.8 | 1.9 | -81.1
O=C(NC1CC1)C1CCN(C2CCN(C(=O)Cc3ccc4c(c3)OCO4)CC2)CC1 | -1.4 | / | -4.5 | 5.9 | / | -3.0 | -0.6 | / | / | -11.8
Cc1sc2nc(SCC(=O)N(C)C)[nH]c(=O)c2c1C | 0.5 | -28.4 | -4.7 | 23.3 | -8.5 | -2.8 | -0.7 | 1.6 | 0.0 | -33.5
CCOC(=O)C1(CCc2ccccc2)CCN(C(=O)c2occc2C)CC1 | -5.2 | 22.1 | 0.1 | 4.6 | 1.3 | -0.2 | -3.7 | -5.4 | 0.2 | -36.1
CC(NS(=O)(=O)c1ccccc1Cl)C1CC2CCC1C2 (stereo unspecified) | 0.1 | -6.9 | 7.3 | / | 0.0 | / | -2.2 | 2.9 | -2.0 | -7.5
O=C(CSc1nnc(-c2ccco2)o1)NC(=O)C1COc2ccccc2O1 (stereo unspecified) | 5.8 | 12.3 | 6.6 | 5.9 | 0.6 | 0.6 | 0.3 | 1.7 | 0.1 | 1.3
COc1ccc(-c2cc(C(=O)NCc3ccco3)c3ccccc3n2)c(OC)c1 | 7.1 | 11.3 | 2.7 | 21.5 | 12.1 | 0.7 | 0.5 | -25.8 | -0.5 | -0.8
Cc1cccc(CSc2nnnn2-c2ccccc2)c1 | -3.6 | 30.1 | 0.7 | 8.5 | -1.1 | 4.5 | 1.5 | -11.1 | 0.2 | -15.3
Fc1ccc(CSc2nnc(-c3cc4c(s3)-c3ccccc3CC4)o2)cc1 | 8.3 | 21.9 | 5.5 | 9.2 | -0.5 | 0.7 | 3.7 | -15.7 | -0.3 | 3.8
Cc1ccc(N2C(=S)N=C(Nc3ccccc3C)C23CCOC(C)(C)C3)cc1 (stereo unspecified) | 1.4 | 11.0 | 0.6 | 17.0 | 0.7 | 4.4 | -1.6 | 12.3 | -0.3 | 1.4
CN=C(Nc1cccc(Cl)c1)SC1CC(=O)N(c2ccc(OC)cc2)C1=O (stereo unspecified) | -0.2 | 27.4 | 2.5 | 24.7 | 0.1 | -1.3 | 0.3 | -4.0 | 0.3 | 9.7
Cc1ccc(C(=O)c2c3ccc([N+](=O)[O-])cc3[n+]([O-])n2CCCC(N)=O)cc1 | / | -1.4 | / | 11.7 | 7.2 | -17.9 | -2.2 | 25.6 | 2.8 | /
CCN(CCO)C(=O)CC(c1ccccc1)c1cc(Br)ccc1O (stereo unspecified) | 0.2 | 26.5 | 0.8 | 15.7 | 11.6 | -0.3 | -2.2 | -22.7 | -0.5 | -35.5
CC(C)NC(=O)C1COc2ccccc2O1 (stereo unspecified) | -1.8 | 20.0 | 2.8 | 0.7 | -8.4 | 2.5 | / | -17.4 | -0.2 | -11.0
O=C(NCc1cccs1)c1cccnc1Cl | -5.3 | -5.2 | -3.1 | 7.8 | 4.2 | -0.9 | -2.2 | 5.3 | 0.1 | -13.8
Cc1cc(S(=O)(=O)Nc2ccccc2C)ccc1F | -2.0 | -4.2 | 0.6 | 3.0 | 1.9 | -1.3 | 3.1 | 34.1 | -2.2 | -6.5
CCN(CC)C(=O)CN(c1cccc([N+](=O)[O-])c1)S(=O)(=O)c1ccccc1 | 8.2 | -11.4 | 4.9 | 17.2 | -9.2 | 1.2 | -1.1 | 23.1 | -0.2 | -7.0
CCC1CCCCN1CCN1C(=O)C2C(C(=O)Nc3cccc(OC)c3)C3C=CC2(O3)C1C(=O)NC1CCCCC1 (stereo unspecified) | -1.6 | 7.9 | -3.5 | / | -3.1 | / | -1.7 | 0.1 | 0.4 | -1.4
O=C(Nc1ccc(F)cc1)C1CCN(c2ncnc3c2nc2n3CCCCC2)CC1 | 14.9 | -3.1 | -0.4 | 2.1 | 1.7 | -0.8 | 1.5 | 55.1 | -0.3 | -4.5
O=C(N/N=C/c1ccc2nccnc2c1)c1ccccc1O | 5.1 | 7.4 | 7.3 | 33.0 | 3.2 | 2.6 | -2.9 | -149.8 | 1.7 | -24.9

Further results
SMILES | IEC-6 cytotox | HSF-1 act | HSP90 refold inh | AI-2 QS modul | HSF1 inh | GSK3B inh | GSK3A inh | aSyn UTR inh | HIF activator | KLF5 inhibitor
Cn1c(N)c(S(=O)(=O)NCc2ccc(F)cc2)c(=O)n(C)c1=O | 3.3 | -4.3 | 2.4 | -4.9 | 4.0 | -0.5 | -2.4 | 9.8 | -0.1 | -27.5
CC(=O)Nc1cccc(NC(=O)CCN2C(=O)c3ccccc3S2(=O)=O)c1 | / | 1.4 | / | 14.9 | -5.7 | 1.7 | 4.3 | 5.7 | -25.1 | /
Cc1ccc(C)c(OCCC(=O)NCCc2ccc(F)cc2)c1 | 3.7 | 12.0 | -2.5 | 22.4 | -7.1 | 2.4 | -3.7 | 4.3 | -0.2 | -11.4
O=C(Nc1cccc(-n2cnnn2)c1)c1ccc(Cl)cc1Cl | 7.4 | -7.8 | 0.8 | 3.8 | -0.2 | 3.2 | -2.5 | 3.8 | 2.3 | -26.0
CCc1ccc(CNC(=O)CCC(=O)n2ncc3cc(C)ccc32)cc1 | -2.8 | -9.2 | -2.5 | 21.7 | -3.7 | -3.8 | -1.2 | -12.8 | -0.1 | -8.9
Cn1c(CSCc2ccccc2Cl)nnc1SCC(=O)Nc1nccs1 | 0.1 | -0.3 | 0.6 | -5.2 | -0.1 | 0.6 | 0.7 | -25.8 | 0.1 | -32.4
COCC(=O)N(c1ccccc1)C(C)C(=O)OC (stereo unspecified) | 4.7 | -7.1 | 2.7 | 21.8 | -6.6 | 2.7 | -0.6 | -4.0 | 0.2 | -17.3
O=c1ncn(-c2cccc([N+](=O)[O-])c2)c2ccccc12 | / | -12.5 | / | 15.4 | 2.1 | -0.4 | -1.0 | 14.7 | -0.3 | /
CCOc1ccccc1C(=O)N1CCN(C(c2ccccc2)c2ccccc2)CC1 | -3.4 | -9.3 | 0.5 | 23.4 | -0.4 | 0.8 | -2.0 | 26.1 | / | 3.9
CNC(=O)CSc1nnc(-c2cccc(S(=O)(=O)N3CCOCC3)c2)n1-c1ccc(F)cc1 | -2.6 | -4.3 | 3.9 | 28.0 | -0.7 | 2.6 | 0.9 | -12.6 | 0.5 | -4.2
COc1ccc(CCNC(=S)Nc2cccc(C)c2C)cc1 | -6.2 | 1.2 | -1.4 | 2.4 | -7.7 | -1.2 | -1.5 | 6.0 | -0.4 | 5.7
OCCn1c(-c2ccccc2)csc1=Nc1ccccc1 | 0.3 | 33.9 | -1.7 | -3.7 | 6.8 | 0.4 | 5.9 | -44.9 | 0.8 | -17.5
COc1ccc(N=CC2=C(O)CC(c3ccccc3)CC2=O)c(OC)c1 (stereo unspecified) | -1.4 | 8.1 | -1.1 | 7.2 | -8.5 | 1.4 | -0.9 | 31.2 | -0.1 | -1.4
COc1ccc(N=C2NC(=O)C(CC(=O)NCCc3ccc(OC)c(OC)c3)S2)cc1 (stereo unspecified) | 0.2 | -17.6 | -2.6 | 10.9 | -4.3 | -0.5 | 7.5 | -6.4 | 0.1 | 36.4
CC(NC(=O)C(=O)N1CCCCC1)C(c1cccs1)N1CCN(C)CC1 (stereo unspecified) | -0.2 | 10.9 | 1.4 | 17.5 | -2.3 | 1.3 | -1.0 | 20.1 | -0.3 | -32.3
CC(c1cccs1)N(C)Cc1nc(CCc2ccccc2)no1 (stereo unspecified) | 5.2 | 3.1 | 0.0 | 11.7 | 17.5 | 0.2 | / | -11.9 | 0.3 | -18.4
COc1ccc(C(=O)OCC(=O)Nc2cc(S(=O)(=O)N3CCOCC3)ccc2N2CCCC2)cc1 | -2.1 | -5.5 | -4.9 | 11.2 | -8.0 | 0.6 | -0.9 | 18.7 | -0.2 | -14.2
COc1cc2c(cc1OC)CN(C(=O)c1ccc3nc[nH]c3c1)CC2 | 7.1 | -5.6 | 1.7 | 33.9 | -7.8 | 1.9 | -2.4 | 5.6 | 2.3 | 15.3
O=C1CCCc2ccccc2N1Cc1ccc(F)cc1 | -1.7 | 3.7 | -1.2 | 2.5 | 7.2 | 0.7 | -3.7 | -11.5 | 41.7* | 7.7
Nc1nc(SCC(=O)N2CCOCC2)[nH]c(=O)c1-c1ccccc1 | -1.2 | 1.0 | 3.6 | 24.7 | -3.5 | 2.1 | -3.1 | 7.3 | -0.1 | 6.3
COCC1=C(C(=O)OC(C)OC(=O)OC(C)C)N2C(=O)[C@@H](NC(=O)/C(=N\OC)c3csc(N)n3)[C@H]2SC1 (stereo partly specified) | / | -16.1 | / | 12.0 | -9.6 | 0.1 | -1.2 | -4.5 | 0.1 | /
O=C(CCC(=O)N1CCCC1)Nc1nnc(C(F)(F)F)s1 | 0.4 | / | 0.1 | 7.4 | / | -0.2 | -0.6 | 14.0 | 0.2 | -13.2
Cc1ccc(-c2nn3nnnc3c3ccccc23)cc1C | -2.0 | 13.1 | -1.8 | 27.3 | 0.2 | 3.0 | -0.7 | 34.7 | -0.2 | -9.4
CN(Cc1cccc(F)c1)C(=O)c1cc(=O)[nH]c2ccccc12 | 5.3 | 40.1 | -4.9 | / | 4.2 | / | 0.2 | 2.4 | -5.2 | 15.7

Whole records, looked up by structure.
Cn1c(CSCc2ccccc2Cl)nnc1SCC(=O)Nc1nccs1 in the list: IEC-6 cytotox: 0.1; HSF-1 act: -0.3; HSP90 refold inh: 0.6; AI-2 QS modul: -5.2; HSF1 inh: -0.1; GSK3B inh: 0.6; GSK3A inh: 0.7; aSyn UTR inh: -25.8; HIF activator: 0.1; KLF5 inhibitor: -32.4
O=C(CCC(=O)N1CCCC1)Nc1nnc(C(F)(F)F)s1 in the list: IEC-6 cytotox: 0.4; HSF-1 act: /; HSP90 refold inh: 0.1; AI-2 QS modul: 7.4; HSF1 inh: /; GSK3B inh: -0.2; GSK3A inh: -0.6; aSyn UTR inh: 14.0; HIF activator: 0.2; KLF5 inhibitor: -13.2
